TCR activator – activates T cell receptor signaling | Potency, µM (series often up to 9.22 µM), for the others: top-dose activation of IL-2 secretion, usual class: activators | primary human leukocytes, anti-CD3, IL-2 HTRF, 48 h | AID 504894 | 330,000 tested, under 10 active; note: % of control where 0% means no effect
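TCR engagement came from a-CD3 beads alone, with compounds added to primary human leukocytes for 48 hr. Secreted IL-2 bridged europium cryptate- and d2-labelled anti-IL-2 antibodies, giving FRET emission at 665nm after 320nm excitation.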
Mito fusion yeast – inhibitors of mitochondrial division or activators of mitochondrial fusion; S. cerevisiae fusion-defective mutant growth rescue, CellTiterGlo 48 h; Potency, µM (highest dose often 46.1 µM), without a hit: top-dose growth rescue (activation), hits mostly activators; 0.23% of 320,000 active; AID 485298;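 note: potency is the fitted concentration of half-maximal effect; % of control where 0% means no effect; nearly all actives have a fitted effect of over 45% in size; temperature-sensitive fusion mutants such as fzo1-1 at 37 °C on non-fermentable ethanol glycerol medium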
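Growth-rescue viability read-out: after 48 h at the non-permissive 37C in glycerol/ethanol YPEG, yeast mitochondrial fusion mutants are measured by CellTiterGlo luminescence; compounds (23 nl pinned per well) restoring growth score as division inhibitors or fusion activators.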
TSHR antagonist – blocks TSH signaling through the human TSH receptor | AID 504810 | activity change, negative = inhibition, % at 11.5 µM | TSHR-expressing cells, TSH-stimulated cAMP HTRF, 2 h; active compounds read low | P16473 | 0.2% of 330,000 active;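 active = activity change below a set negative limit, meaning inhibition stronger than a set level, cut at about -70% in these data; inconclusive = activity change between two set negative limits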; note: % is set by controls: 0 for no effect and ±100 for the full control effect
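Competitive HTRF cAMP read-out (cryptate anti-cAMP antibody, cAMP-d2; 30 min, room temperature) in freshly harvested TSHR cells. Compounds added before TSH at EC80 (4nM final), followed by 2 hours' incubation at 37 deg C.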
MBNL1-CUG inh – MBNL1-poly(CUG) RNA binding inhibition | TR-FRET MBNL1-His/biotin-(CUG)12 binding, 665/545 ratio | Potency, µM (highest dose often 57.5 µM), without a hit: at the top dose activity change, negative = inhibition, most hits filed as inhibitors | 0.036% of 280,000 active | AID 2675; active = well fitted inhibition curve with a large enough effect in the signal ratio, with a control signal flat, not every such curve was filed as active; inconclusive = small, poorly fitted or top-dose-only effect, or effect the other way, or a change in a side signal; inactive = no such curve, though single readings can be large or run the other way; the % refers to the signal ratio; note: potency is the fitted concentration of half-maximal effect; % is set by controls: 0 for no effect and ±100 for the full control effect
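His-tagged MBNL1 binding to biotinylated (CUG)12 RNA was measured by TR-FRET using terbium anti-His antibody (0.055 ng/ul final) and streptavidin-XL665 (5 nM final). Compounds were titrated 92 nM to 58 uM; 60 min at room temperature.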
S-ASM inh – blocks human secretory acid sphingomyelinase; Potency, µM (doses to about 57.5 µM), inactives show at the top dose activity change, negative = inhibition, most hits filed as inhibitors; placental ASM, HMU-PC fluorogenic substrate, 60 min; AID 504937; 0.006% of 340,000 active; note: potency is the fitted concentration of half-maximal effect
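HMU-PC0 cleavage (9 uM final) by human placental ASM, 60 min at 37 °C following 10 min compound exposure at RT; stopped at pH 10, fluorescence Ex 386/Em 447 nm.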
TSG101-PTAP inh – blocks PTAP/TSG101 interaction to inhibit HIV-1 budding | Potency, µM (top dose mostly 115 µM), for the others: at the highest dose activity change, negative = inhibition, hits mostly inhibitors | Fluorescence polarization, FITC-PTAP peptide / Tsg101 binding | 340,000 tested, under 10 active; active = well fitted inhibition curve with a large enough effect in the main read-out, with a control signal flat, not every such curve was filed as active; inconclusive = small, poorly fitted or top-dose-only effect, or effect the other way, or a change in a side signal; inactive = no such curve, though single readings can be large or run the other way; note: potency is the fitted concentration of half-maximal effect; % of control where 0% means no effect
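Fluorescence polarization binding of Tsg101 binding domain (10 uM final) to FITC-labeled PTAP peptide (50 nM final) in HEPES pH 7.5 buffer with NaCl, Tween 20, EDTA, TCEP. Compounds added before peptide; binding 20 min at RT.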
A-T KAP1 phos – potential ataxia-telangiectasia treatments restoring KAP-1 phosphorylation | 0.19% of 320,000 active | Potency, µM (top dose mostly 57.5 µM), inactives show at the top dose activation, hits mostly activators | AID 485349 | […] A-T fibroblasts, KAP-1 phosphorylation AlphaLISA; neocarzinostatin DNA damage 30 min before lysis; note: potency is the fitted concentration of half-maximal effect; % of control where 0% means no effect; nearly all actives have a fitted effect of over 45% in size
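hTERT-immortalized A-T patient fibroblasts ([…]), 500 cells/well in OPTI-MEM, 1% FBS, got compounds for 60 min, then NCS for 30 min at 37C. Lysates were then assayed for phospho-KAP-1 by AlphaLISA (anti-pKAP1 donor, anti-KAP1 acceptor beads), 6 hr at 25C.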
MLL CXXC-DNA inh – inhibitors of human MLL CXXC domain-DNA interaction; Q03164; MLL-CXXC / FITC-HOXA9 DNA fluorescence polarization; Potency, µM (highest dose often 115 µM), without a hit: at the highest dose activity change, negative = inhibition, hits mostly inhibitors; 0.037% of 290,000 active; AID 2662; active = well fitted inhibition curve with a large enough effect in the polarisation, with a control signal flat, not every such curve was filed as active; inconclusive = small, poorly fitted or top-dose-only effect, or effect the other way, or a change in a side signal; inactive = no such curve, though single readings can be large or run the other way; the % refers to the polarisation; note: potency is the fitted concentration of half-maximal effect
Target sequence (Q03164 whole entry, looked up, the tested form may be a part): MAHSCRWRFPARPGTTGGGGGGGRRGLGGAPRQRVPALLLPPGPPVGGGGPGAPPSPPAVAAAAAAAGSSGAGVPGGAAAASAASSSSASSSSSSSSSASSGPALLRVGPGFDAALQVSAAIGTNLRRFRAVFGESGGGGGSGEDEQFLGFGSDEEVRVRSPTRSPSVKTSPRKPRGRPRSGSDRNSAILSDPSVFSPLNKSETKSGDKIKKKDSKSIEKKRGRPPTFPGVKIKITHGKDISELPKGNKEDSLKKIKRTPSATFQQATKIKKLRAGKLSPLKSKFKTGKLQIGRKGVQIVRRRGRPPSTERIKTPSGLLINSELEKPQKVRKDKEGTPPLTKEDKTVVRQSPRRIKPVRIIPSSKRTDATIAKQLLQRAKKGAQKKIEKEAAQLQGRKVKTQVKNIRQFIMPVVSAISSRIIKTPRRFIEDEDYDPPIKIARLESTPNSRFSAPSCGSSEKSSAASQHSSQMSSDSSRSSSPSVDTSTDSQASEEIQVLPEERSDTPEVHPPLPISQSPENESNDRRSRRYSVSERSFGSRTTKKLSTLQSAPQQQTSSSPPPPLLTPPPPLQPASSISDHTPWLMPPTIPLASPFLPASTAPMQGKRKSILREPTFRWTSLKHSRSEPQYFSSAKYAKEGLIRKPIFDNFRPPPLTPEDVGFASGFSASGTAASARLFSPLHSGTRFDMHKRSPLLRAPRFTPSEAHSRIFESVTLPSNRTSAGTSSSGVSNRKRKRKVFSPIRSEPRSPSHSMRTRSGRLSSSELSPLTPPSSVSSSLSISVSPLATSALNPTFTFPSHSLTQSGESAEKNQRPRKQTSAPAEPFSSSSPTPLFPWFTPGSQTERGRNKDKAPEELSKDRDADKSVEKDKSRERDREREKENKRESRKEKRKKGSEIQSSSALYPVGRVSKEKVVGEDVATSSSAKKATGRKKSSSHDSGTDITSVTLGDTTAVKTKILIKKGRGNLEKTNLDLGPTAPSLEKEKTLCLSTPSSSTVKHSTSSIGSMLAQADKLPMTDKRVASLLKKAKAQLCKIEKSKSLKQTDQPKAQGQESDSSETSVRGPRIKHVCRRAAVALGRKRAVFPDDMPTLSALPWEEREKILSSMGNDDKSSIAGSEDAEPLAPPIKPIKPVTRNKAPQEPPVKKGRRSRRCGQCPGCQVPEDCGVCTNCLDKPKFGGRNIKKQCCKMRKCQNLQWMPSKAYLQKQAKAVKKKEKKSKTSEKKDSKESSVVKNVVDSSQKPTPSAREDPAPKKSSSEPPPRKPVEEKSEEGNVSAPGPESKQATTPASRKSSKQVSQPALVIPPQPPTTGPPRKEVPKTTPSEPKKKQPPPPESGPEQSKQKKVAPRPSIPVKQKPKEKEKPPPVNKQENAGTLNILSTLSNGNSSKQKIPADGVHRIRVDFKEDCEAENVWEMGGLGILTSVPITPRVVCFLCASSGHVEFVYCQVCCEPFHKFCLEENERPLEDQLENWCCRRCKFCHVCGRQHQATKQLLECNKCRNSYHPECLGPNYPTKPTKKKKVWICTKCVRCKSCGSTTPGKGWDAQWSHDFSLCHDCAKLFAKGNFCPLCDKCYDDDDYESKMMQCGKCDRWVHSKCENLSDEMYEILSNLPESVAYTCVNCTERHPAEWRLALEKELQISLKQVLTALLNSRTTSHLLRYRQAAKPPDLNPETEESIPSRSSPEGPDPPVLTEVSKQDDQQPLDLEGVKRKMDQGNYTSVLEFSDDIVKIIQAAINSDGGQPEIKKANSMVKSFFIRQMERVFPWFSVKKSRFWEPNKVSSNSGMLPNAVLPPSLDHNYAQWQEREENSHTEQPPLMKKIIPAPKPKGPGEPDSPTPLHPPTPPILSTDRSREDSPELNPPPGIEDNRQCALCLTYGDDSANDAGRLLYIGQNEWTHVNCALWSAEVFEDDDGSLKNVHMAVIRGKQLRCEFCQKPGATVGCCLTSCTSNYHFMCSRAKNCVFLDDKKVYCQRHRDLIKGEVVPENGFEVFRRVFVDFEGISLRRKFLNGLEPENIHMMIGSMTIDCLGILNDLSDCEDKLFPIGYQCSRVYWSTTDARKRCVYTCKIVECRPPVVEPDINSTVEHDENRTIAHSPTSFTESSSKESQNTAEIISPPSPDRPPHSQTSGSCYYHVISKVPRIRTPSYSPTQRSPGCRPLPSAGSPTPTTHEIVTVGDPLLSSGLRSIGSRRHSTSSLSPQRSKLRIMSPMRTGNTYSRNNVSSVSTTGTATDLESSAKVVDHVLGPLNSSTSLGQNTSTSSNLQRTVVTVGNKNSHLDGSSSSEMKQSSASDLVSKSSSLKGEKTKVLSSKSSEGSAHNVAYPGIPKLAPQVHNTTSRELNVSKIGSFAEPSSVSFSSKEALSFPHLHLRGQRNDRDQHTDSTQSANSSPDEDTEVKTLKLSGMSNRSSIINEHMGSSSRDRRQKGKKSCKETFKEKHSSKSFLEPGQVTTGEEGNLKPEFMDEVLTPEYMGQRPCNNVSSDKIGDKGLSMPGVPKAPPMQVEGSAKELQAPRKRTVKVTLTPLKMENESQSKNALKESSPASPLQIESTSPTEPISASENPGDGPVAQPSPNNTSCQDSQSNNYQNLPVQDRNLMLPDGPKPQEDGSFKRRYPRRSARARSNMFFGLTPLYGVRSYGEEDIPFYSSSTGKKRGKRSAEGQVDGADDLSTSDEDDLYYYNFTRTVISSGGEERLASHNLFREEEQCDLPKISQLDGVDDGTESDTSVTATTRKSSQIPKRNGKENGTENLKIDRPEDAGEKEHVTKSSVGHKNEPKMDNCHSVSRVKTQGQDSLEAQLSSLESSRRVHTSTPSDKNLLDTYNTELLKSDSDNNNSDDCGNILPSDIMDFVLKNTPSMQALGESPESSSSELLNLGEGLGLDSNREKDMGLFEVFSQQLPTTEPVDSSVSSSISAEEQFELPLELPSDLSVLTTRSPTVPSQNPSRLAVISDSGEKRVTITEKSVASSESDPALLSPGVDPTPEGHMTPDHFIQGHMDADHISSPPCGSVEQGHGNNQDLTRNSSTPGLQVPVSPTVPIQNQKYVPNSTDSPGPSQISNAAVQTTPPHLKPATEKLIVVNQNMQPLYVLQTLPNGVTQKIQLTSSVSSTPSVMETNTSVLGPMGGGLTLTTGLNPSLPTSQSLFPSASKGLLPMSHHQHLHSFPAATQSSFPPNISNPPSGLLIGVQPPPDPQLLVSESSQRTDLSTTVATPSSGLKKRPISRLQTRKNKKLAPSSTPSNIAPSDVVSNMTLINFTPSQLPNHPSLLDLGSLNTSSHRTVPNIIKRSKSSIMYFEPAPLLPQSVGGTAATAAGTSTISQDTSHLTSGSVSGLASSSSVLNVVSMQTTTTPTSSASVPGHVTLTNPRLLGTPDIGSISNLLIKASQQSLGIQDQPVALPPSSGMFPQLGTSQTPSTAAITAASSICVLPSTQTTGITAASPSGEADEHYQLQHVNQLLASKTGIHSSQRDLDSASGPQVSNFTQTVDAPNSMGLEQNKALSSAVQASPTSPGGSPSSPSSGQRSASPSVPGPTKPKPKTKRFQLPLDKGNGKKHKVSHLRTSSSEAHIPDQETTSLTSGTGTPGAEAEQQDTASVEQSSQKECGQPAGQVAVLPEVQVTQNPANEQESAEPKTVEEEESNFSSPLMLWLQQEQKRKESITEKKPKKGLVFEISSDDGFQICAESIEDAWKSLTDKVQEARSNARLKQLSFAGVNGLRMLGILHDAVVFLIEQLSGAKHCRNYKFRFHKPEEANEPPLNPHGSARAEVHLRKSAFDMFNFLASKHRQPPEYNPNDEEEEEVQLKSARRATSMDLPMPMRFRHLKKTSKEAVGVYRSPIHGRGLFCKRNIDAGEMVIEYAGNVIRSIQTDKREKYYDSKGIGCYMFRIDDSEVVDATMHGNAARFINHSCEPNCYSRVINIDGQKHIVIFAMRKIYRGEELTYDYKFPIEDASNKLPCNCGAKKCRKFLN
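Fluorescence polarization: 7 uM MLL-CXXC (stock) preincubated 5 min with compounds, then 50 nM fluorescein-HOX-A9 DNA (stock) added; 30 min ambient. Buffer 50 mM Tris-HCl pH 7.5, 50 mM NaCl, 1 mM DTT, 0.05% BSA.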
Menin-MLL TR inh – displaces Texas Red mutant MLL peptide from human menin; O00255; Menin + Texas Red MLL mutant peptide, fluorescence polarization; Potency, µM (titrated, usually from 61.6 µM), for the others: top-dose FP activity change, negative = inhibition, hits mostly inhibitors; 0.23% of 270,000 active; AID 1768; active = well fitted inhibition curve with a large enough effect in the polarisation, with a control signal flat, not every such curve was filed as active; inconclusive = small, poorly fitted or top-dose-only effect, or effect the other way, or a change in a side signal; inactive = no such curve, though single readings can be large or run the other way; the % refers to the polarisation; note: potency is the fitted concentration of half-maximal effect; % of control where 0% means no effect; many of its hits are not listed in these tables
Integrin act MD – integrin-mediated muscular dystrophy alleviation activation; 0.064% of 350,000 active; alpha7betagal myoblasts, beta-gal FDG fluorescence, 48 h; Potency, µM (titrated, usually from 38.3 µM), for inactives: at the top dose activation, usual class: activators;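 note: potency is the fitted concentration of half-maximal effect; 100% = response of the positive control SU9516; nearly all actives have a fitted effect of over 60% in size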
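alpha7betagal+/- myoblasts (passage 13, 250/well) treated 48 h at 37C with compounds at 1:260 dilution of DMSO stock. Lysed, then beta-galactosidase activity read as FDG fluorescence (ex 480/em 540) after 30 min, with pre-read for autofluorescence.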
Numbers without * were called inactive; ? = inconclusive; . = no result given; [ ] = another dose, or the depositor's remark. Unless noted, calls come from the whole dose curve; as a rule, active = well fitted curve in the direction sought with a large enough effect; inconclusive = small, poorly fitted or top-dose-only effect, or another doubt; inactive = no such curve, though single readings can be large; an effect the other way counts as inactive or inconclusive. An excerpt. The share of hits here may be higher or lower than overall.

SMILES	TCR activator	Mito fusion yeast	TSHR antagonist	MBNL1-CUG inh	S-ASM inh	TSG101-PTAP inh	A-T KAP1 phos	MLL CXXC-DNA inh	Menin-MLL TR inh	Integrin act MD
C[C@H](CO)N1C[C@H](C)[C@@H](CN(C)S(=O)(=O)c2ccc(F)cc2)Oc2c(NC(=O)Cc3ccccc3)cccc2C1=O	8%	.	-4	.	-1%	-4%	1%	.	.	-2%
Cn1c(=O)[nH]c(=O)c2c1nc(NCc1ccccc1)n2CCCc1ccccc1	2%	-1%	6	-14%	1%	-1%	22%	-11%	15%	42%
O=C(COc1cccc2ccccc12)N/N=C/c1ccco1	-1%	-3%	15	?	-5%	-1%	-13%	-6%	.	?
COc1ccccc1Oc1ccc(N2CC(C(=O)OCC(=O)c3ccc(F)cc3)CC2=O)cc1 (stereo not drawn)	-3%	-9%	7	-2%	-4%	-1%	5%	-4%	-12%	-15%
CC(C)(C)c1ccc(OCCC(=O)OCC(=O)NC2CC2)cc1	-10%	1%	-20	.	6%	-1%	2%	.	.	?
COc1ccc(-c2nnc(SCC(=O)N(Cc3ccccc3)C(C)(C)C)o2)cc1OC	2%	7%	-3	10%	-14%	-10%	-8%	4%	13%	-22%
Cc1ccc(S(=O)(=O)N2CCN(S(=O)(=O)N(C)C)CC2)c(C)c1	.	2%	-11	-5%	2%	-7%	7%	-1%	0%	-14%
O=S(=O)(c1ccccc1)N1CCN(Cc2ccccc2)c2ccccc21	0%	.	.	.	-1%	1%	.	.	.	-32%
Cc1c(NCc2cc(Cl)ccc2O)c(=O)n(-c2ccccc2)n1C	5%	2%	-7	-6%	1%	-2%	-4%	5%	12%	4%
COc1ccc(CC(=O)OC(C)C(=O)Nc2c(C)n(C)n(-c3ccccc3)c2=O)cc1OC (stereo not drawn)	-3%	.	.	.	2%	-5%	3%	.	.	-15%
Nc1ncnc2c1cnn2C1CC(O)C(CO)O1 (stereo not drawn)	6%	.	.	.	0%	-3%	.	.	.	2%
COc1ccc(NC(=O)Nc2ccccc2F)cc1	-4%	-2%	-9	-5%	2%	-7%	.	2%	-10%	-17%
Cc1ccc(C)c(S(=O)(=O)NCCN2CCOCC2)c1	-9%	-9%	-1	-6%	1%	-8%	-8%	10%	1%	3%
O=C1/C(=C\c2ccncc2)SC(=S)N1C1CCCCC1	-5%[46.1 µM]	-2%	3	-2%	-2%	-4%	-6%	4%	-10%	-4%
O=C(c1ccc([N+](=O)[O-])c(CS(=O)(=O)c2ccc(Cl)cc2)c1)N1CCCC1	11%	-5%	3	?	-1%	-4%	-6%	2%	10%	4%
COC(=O)CCCC1=CC2=CC(=O)C(C)(OC(=O)c3cccs3)C(=O)C2=CN1CCc1c[nH]c2ccccc12 (stereo not drawn)	5%	1%	-5	?	-14%	0%	-13%	2%	-5%[11.7 µM]	15%
CC(=O)c1ccccc1OCC(O)CN1CCN(c2ccccn2)CC1 (stereo not drawn)	-4%	-29%	50	-20%	-2%	3%	-1%	-2%	.	16%
Cc1c(CC(=O)NCC(=O)NCC(=O)O)c(=O)oc2c(C)c3oc4c(c3cc12)CCCC4	-1%	7%	-3	-6%	198%[activator]	-5%	5%	46%[activator]	-1%	22%
COc1ccc(NC(C)=O)cc1S(=O)(=O)Nc1ccccc1C(=O)N1CCCC1	-6%	-2%	5	7%	5%	3%	8%	2%	-2%	24%
O=C(C(=O)c1ccc(O)c(O)c1)c1ccc(O)c(O)c1	7%	.	.	.	17%	-1%	.	.	.	10%
C=CCOc1ccc(Br)cc1/C=N/O	-2%	7%	-1	7%	1%	-5%	.	8%	0%	3%
OC(CNCC1CCCO1)Cn1c2ccc(Cl)cc2c2cc(Cl)ccc21 (stereo not drawn)	.	-16%	7	-8%	-24%	-8%	5%	?	?	-63%[inhibitor]
Cc1ccc(S(=O)(=O)N2CCOCC2)cc1NC(=O)COC(=O)CNC(=O)c1ccc(Cl)cc1Cl	3%	2%	-9	2%	-2%	-3%	8%	4%	.	27%
COC(=O)CSc1ccc(C#N)c(SCC(=O)OC)c1	-2%	-2%	-24	?	73%[activator]	-5%	-2%	0%	20%	7%
CC(=O)c1c(C)[nH]c(C(=O)CSc2nnc(NC3CC3)s2)c1C	2%	1%	11	.	-4%	-7%	-2%	.	.	9%
O=C(CS(=O)(=O)c1cn(Cc2ccc(Cl)cc2)c2ccccc12)N1CCCC1	-1%	0%	4	-10%	3%	-4%	12%	1%	-12%[11.7 µM]	5%
O=c1cc(-c2ccccc2Cl)oc2cc(O)cc(O)c12	-7%	-3%	-10	-5%	-2%	-2%	?	22%	?	-8%
CC(C)(C)c1ccc(C(=O)N/N=C/c2ccccn2)cc1	-4%	6%	2	9%	1%	-3%	7%	-2%	-21%	-7%
CCCCSc1ccc2nc(-c3ccc(C#N)cc3)cn2c1	-6%	8%	-34	18%	-1%	0%	0%	26%	13%	14%
Cc1ccc2[nH]c(C)c(CCNC(=O)c3c(N)no[n+]3[O-])c2c1	12%	28%	0	2%	-2%	1%	-3%	10%	?	39%
Cc1ccc(Cl)c(NC(=O)COC(=O)C2CCC2)c1Cl	-9%	-3%	11	.	-3%	2%	1%	.	.	8%
Nc1cccc2c1C(=O)c1ccc(Cl)cc1C2=O	4%	.	.	.	-3%	2%	.	.	.	-41%
COc1ccc(-n2c(SCc3ccc(C#N)cc3)nnc2-c2ccccn2)cc1	9%	-6%	7	-1%	0%	-1%	-1%	3%	?	-10%
Cc1ccc(S(=O)(=O)N2CCN(CCC#N)CC2)cc1	.	10%	3	-17%	0%	-1%	-1%	-11%	0%	-6%
COc1ccc(F)cc1S(=O)(=O)N1CCN(c2ccccn2)CC1	.	1%	-5	-3%	-1%	-3%	4%	4%	-9%	11%
CCOC(=O)C1CCCN(C(=O)C2CCN(S(=O)(=O)c3c(C)noc3/C=C/c3ccccc3F)CC2)C1 (stereo not drawn)	1%	-14%	-3	-2%	0%	-1%	-10%	-12%	5%	-14%
Cc1ccc(C(=O)NC2=NCCS2)cc1Cl	-1%	5%	-2	12%	0%	-1%	-11%	10%	17%	-13%
O=C(/C=C/c1ccco1)NC(=S)Nc1ccc(O)c(-c2nc3ccccc3s2)c1	6%[46.1 µM]	0%	17	-9%	3%	0%	1%	-13%	?	2%
CC(C)NC(=O)N(O)C1N(C(C)C)C(=O)N(Cc2ccc3c(c2)OCO3)C1(C)C (stereo not drawn)	0%	3%	2	.	-3%	1%	1%	4%	.	-14%
COc1ccc(OC)c(CCNC(=O)c2cccc(NC3=NC4CS(=O)(=O)CC4S3)c2)c1 (stereo not drawn)	-2%	4%	11	5%	2%	-3%	-1%	.	15%	21%
CC(C)[C@H](NC(=O)c1ccccc1)C(=O)OCc1nnc(-c2ccccc2)o1	-4%	-3%	-4	-5%	5%	-3%	5%	-3%	-13%	-16%
Cc1occc1C(=O)NC1CCCN(Cc2ccc(CC(C)C)cc2)C1 (stereo not drawn)	-2%	1%	-9	6%	-4%	-5%	9%	20%	-12%	-35%
Cc1ccsc1-c1cc(C(=O)O)c2c(ccc3ccccc32)n1	.	2%	1	16%	.	0%	-13%	-2%	33%[activator]	-28%
CC(=O)c1cc(-c2ccccc2)n(CC(=O)N2CCCCC2)c1C	0%	-4%	-2	-4%	9%	0%	.	9%	-1%	10%
COc1ccc(N(CC(=O)Nc2c(C)n(C)n(-c3ccccc3)c2=O)S(=O)(=O)c2ccccc2)cc1OC	2%[46.1 µM]	-9%	5	1%[11.5 µM]	7%	1%	-3%	4%	8%	0%
Cc1csc(CN(C)C(=O)C2CCC(=O)N(CCN(C)C)C2)n1 (stereo not drawn)	5%	-2%	-8	-6%	5%	-1%	31%	-8%	.	7%
CCCC(=O)Nc1c2c(nn1-c1ccccc1)CSC2	2%	-10%	1	-1%	-4%	0%	6%	-8%	0%	2%
CCC1CN(C(=O)NCc2cccc(OC)c2)c2cc(Cl)ccc2O1 (stereo not drawn)	-2%	15%	-6	1%	-9%	-2%	11%	8%	1%	6%
CC1(C)NC(=O)N(CC(O)COc2ccccc2C(=O)Nc2ccccc2)C1=O (stereo not drawn)	1%	-2%	28	3%	3%	-4%	4%	1%	12%	-6%
CCC(CC)c1nnc(NC(=O)C2CC(=O)N(CCc3ccc(F)cc3)C2)s1 (stereo not drawn)	-3%	19%	17	1%	1%	-1%	21%	-24%	?	-12%
